SR-BI DiI-HDL act = activators of SR-BI mediated HDL lipid uptake; CHO ldlA[mSR-BI] cells, DiI-HDL uptake fluorescence, 3 h; 100 = double the neutral-control signal; activation, % at 12.5 µM; 320,000 compounds, 0.096% hits; AID 504775;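 active = mean replicate activation of at least 60% and every replicate at or above 60%; inconclusive = mean or all-replicate condition met, but not both; inactive = mean below 60% and not all replicates reaching 60%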;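 note: 0% = median plate neutral-control signal and 100% = twice that signal; values of inactives mirror those of a sister screen read the other way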
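Test system: SR-BI-overexpressing, LDLR-lacking CHO cells. Measured by: DiI fluorescence, bottom read. Medium: Ham's F12 with 0.5% BSA, HEPES 25 mM, pH 7.4. Timing: 3 h uptake period with compound, 37 °C.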
SUMO Mot1 rescue = blocks SUMOylation pathway, rescuing yeast Mot1-301 growth; S. cerevisiae Mot1-301 growth rescue, ATP luminescence, 38.5C; percent above DMSO median, 100 means doubled; growth rescue, % at 18.8 µM; 320,000 compounds, 1% hits; AID 2716;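 active = every valid replicate shows activation above 250% relative to neutral control wells; inactive = the rest, any valid replicate at or below 250%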;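 note: OY570 slx delta 5 strain wells were the positive control but not used for scaling; some compounds called inactive have numbers as strong as hits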
DSG3 Ab inh = inhibitors of pemphigus antibody binding to human desmoglein-3; 310,000 compounds, 0.48% hits; binding (percent of control), % at 10 µM; P32926; DSG3-coupled beads, scFv-anti-DSG3-GFP binding, flow cytometry; hits give low values; AID 588358;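 active = binding more than 3 SD below its plate's average and above zero; inconclusive = below that plate limit but binding exactly zero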;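 note: hits lower antibody fragment binding to DSG3; some compounds called inactive have numbers as strong as hits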
SR-BI HDL uptake = blocks mouse SR-BI lipid uptake from DiI-HDL; inhibition, % at 12.5 µM; AID 488896; 320,000 compounds, 0.96% hits; Q61009; ldlA[mSR-BI] CHO cells, DiI-HDL uptake fluorescence, 3 h;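 active = mean replicate inhibition of at least 70% and a set share of replicates each scoring 70 or more; inconclusive = meets just one of the two criteria; inactive = fails both criteria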;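 note: 0% = median of neutral control wells and 100% = median of positive control wells; values of inactives mirror those of a sister screen read the other way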
PKA-R2B act = activators of human PKA-R2B complex; P22694+P31323; PKA-R2B holoenzyme dissociation, Cy5-IP20 fluorescence polarization; R2B truncated from residue 108, S112A mutant; 0% DMSO only, 100% 113 µM cGMP; activation, % at 11.4 µM; 340,000 compounds, 0.079% hits; AID 504700;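 active = activation above a cutoff set at the mean over all compounds plus 3 SD, cut at about 18% in these data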;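 note: higher means more holoenzyme dissociation and a rise in polarization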
PKA-R1A activ = activates the PKA-R1A holoenzyme complex; P00514+P68181; PKA-R1A dissociation, Cy5-IP20 fluorescence polarization; scaled: DMSO 0%, 113 µM cGMP 100%; activation, % at 11.4 µM; 340,000 compounds, 0.083% hits; AID 504707;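 active = percent activation above the mean of all tested compounds plus 3 SD, cut at about 19% in these data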;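 note: higher means more PKAc released from R1A so a rise in polarization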
NSD2 inh = blocks human histone methyltransferase NSD2 | inhibition, % at 12.5 µM | NSD2 peptide methylation, AlphaScreen, 120 min | O96028 | 310,000 compounds, 0.54% hits; in the data active = inhibition above about 50%
Target sequence (O96028 whole entry, looked up): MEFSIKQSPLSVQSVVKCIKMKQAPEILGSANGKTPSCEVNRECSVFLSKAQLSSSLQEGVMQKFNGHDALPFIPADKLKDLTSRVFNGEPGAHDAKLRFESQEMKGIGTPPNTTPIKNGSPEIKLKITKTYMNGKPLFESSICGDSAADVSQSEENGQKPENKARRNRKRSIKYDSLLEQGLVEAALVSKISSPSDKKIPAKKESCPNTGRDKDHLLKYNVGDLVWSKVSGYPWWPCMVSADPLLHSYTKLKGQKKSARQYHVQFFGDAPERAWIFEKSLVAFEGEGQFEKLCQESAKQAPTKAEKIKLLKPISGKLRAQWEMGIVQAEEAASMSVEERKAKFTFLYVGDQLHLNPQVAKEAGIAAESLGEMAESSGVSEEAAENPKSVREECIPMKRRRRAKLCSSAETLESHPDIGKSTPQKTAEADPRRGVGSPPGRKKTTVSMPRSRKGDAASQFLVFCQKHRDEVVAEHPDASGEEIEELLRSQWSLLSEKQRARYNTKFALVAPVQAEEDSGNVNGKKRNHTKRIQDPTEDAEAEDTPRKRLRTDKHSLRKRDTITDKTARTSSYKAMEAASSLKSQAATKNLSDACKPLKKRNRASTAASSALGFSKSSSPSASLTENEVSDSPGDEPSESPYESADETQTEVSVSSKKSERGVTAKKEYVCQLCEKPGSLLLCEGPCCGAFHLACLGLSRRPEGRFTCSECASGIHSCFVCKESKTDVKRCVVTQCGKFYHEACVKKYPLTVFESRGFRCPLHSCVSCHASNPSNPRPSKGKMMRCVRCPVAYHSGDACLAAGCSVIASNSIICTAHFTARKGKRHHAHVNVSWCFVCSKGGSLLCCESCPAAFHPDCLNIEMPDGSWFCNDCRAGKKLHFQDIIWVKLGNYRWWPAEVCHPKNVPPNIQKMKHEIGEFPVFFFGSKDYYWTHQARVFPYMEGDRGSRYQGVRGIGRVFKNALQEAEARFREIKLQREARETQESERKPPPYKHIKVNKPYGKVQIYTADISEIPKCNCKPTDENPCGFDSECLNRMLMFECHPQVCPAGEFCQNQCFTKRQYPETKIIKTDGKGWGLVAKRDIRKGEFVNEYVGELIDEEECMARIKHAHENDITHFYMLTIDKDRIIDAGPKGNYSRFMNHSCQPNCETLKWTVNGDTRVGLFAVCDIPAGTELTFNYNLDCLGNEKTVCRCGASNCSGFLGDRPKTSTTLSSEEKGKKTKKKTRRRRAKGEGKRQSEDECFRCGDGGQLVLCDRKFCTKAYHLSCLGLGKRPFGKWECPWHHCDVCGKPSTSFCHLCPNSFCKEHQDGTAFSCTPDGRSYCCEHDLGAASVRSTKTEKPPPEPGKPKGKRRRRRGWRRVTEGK
Arr AP2 block = human beta-arrestin and AP2 interaction inhibition; FITC-arrestin peptide / GST-AP2 beads, flow cytometry; AP2 beta2 appendage carries R879A mutation; inhibition, % at 10 µM; 340,000 compounds, 0.31% hits;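 active = inhibition above a set limit, near 3 SD of compounds lacking own fluorescence, cut at about 54% in these data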;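 note: plate controls were DMSO wells for no effect and 5 µM unlabelled arrestin peptide for full effect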
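Assay system: GST-AP2 R879A bound to glutathione beads, E. coli-expressed; Medium: PBS with 0.05% Tween 20 and 0.1% BSA; Also added: fluorescein-tagged arrestin peptide at 50 nM final; Timing: 12 min plus 1 h, RT; Measured by: flow cytometry, FL1 (488/535 nm); Evaluation: percent drop in bead-associated FITC signal.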
CDK5 inh = blocks human CDK5/p35 kinase activity; 330,000 compounds, 0.01% hits; inhibition, % at 10 µM; AID 488839; Recombinant CDK5/p35, ADP-Glo luminescence, 60 min; Q00535+Q15078;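 active = highest replicate inhibition of at least 50% and at least 75% of replicates reaching 50%; inconclusive = only one of the two criteria met; inactive = both criteria failed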;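 note: plate controls were DMSO neutral control for no effect and GW8510 at 10 µM for full effect; many of its hits are not listed in these tables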
dFosB act = enhances mouse delta FosB homodimer DNA binding. P13346. purified delta FosB, TAMRA-CDK5 oligo fluorescence polarization; percent of positive-control signal above neutral wells. activation, % at 25 µM. 340,000 compounds, 0.99% hits. AID 493131;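 active = mean activation above about 17%, with every replicate also reaching it, limit read from the data, passing the limit was not always enough; inconclusive = only one of the two conditions met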;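 note: fluorescence polarization rise as delta FosB binds a TAMRA Cdk5 AP-1 oligo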
MITF TRPM1 HTS = activators of MITF-driven TRPM1 promoter activity in SK-MEL-5 cells; activation, % at 12.5 µM; 300,000 compounds, 0.75% hits; SK-MEL-5 TRPM1-promoter luciferase, 24 h; % of positive control, neutral wells = 0;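 active = mean activation of at least 80% with every replicate also reaching 80%; inconclusive = mean reaches 80% but some replicate falls short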;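 note: 0% = neutral control wells and 100% = parthenolide positive control wells; values of inactives mirror those of a sister screen read the other way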
* marks the source's active call; other numbers are inactive results; ? = inconclusive; nt = not tested or not shown.

SMILES	SR-BI DiI-HDL act	SUMO Mot1 rescue	DSG3 Ab inh	SR-BI HDL uptake	PKA-R2B act	PKA-R1A activ	NSD2 inh	Arr AP2 block	CDK5 inh	dFosB act	MITF TRPM1 HTS
O=C(COc1ccc(Cl)cc1)N1CCN(C(=O)c2cccs2)CC1	-7	-17	88	7	-9	5	-3	7	2.6	-4	18
O=C(Nc1cccc(Cl)c1)c1ccc2c(c1)SC1=NS(=O)(=O)CCN12	-48	nt	89	48	4	11	-3	-1	0.1	26*	-10
CCc1cc(C(=O)NCC2CCCO2)sc1C (stereo not drawn)	-7	137	87	7	-8	-5	-1	-4	0.3	-1	19
CC(C)CC1C(C#N)=C(N)Oc2n[nH]c(-c3cccs3)c21 (stereo not drawn)	7	-4	105	-7	0	5	8	-6	-0.2	7	nt
COc1cc(NC(=S)Nc2ncccc2C)cc(OC)c1OC	-16	-10	81	16	-17	-11	4	3	0.3	-3	24
CCCC(c1c(C)n(C)n(-c2ccccc2)c1=O)c1c(C)n(C)n(-c2ccccc2)c1=O	36	-4	102	-36	0	2	nt	20	1.2	-2	-1
COc1ccc(C(=O)N2CCN(C(=O)C3COc4ccccc4O3)CC2)cc1OC (stereo not drawn)	-43	-12	102	43	6	4	-3	10	-2.1	-4	6
Clc1ccc(CSc2nnc3c(n2)[nH]c2ccccc23)cc1	3	19	94	-3	-8	0	-5	-4	-1.7	7	-15
CN(CC(=O)Nc1ccccc1Cl)C(=O)COC(=O)CN1C(=O)NC2(CCCC2)C1=O	-18	-14	nt	18	-6	4	-1	8	0.2	-8	-7
CC(=O)N1CCN(CCN=CC2=C(O)CC(c3cccs3)CC2=O)CC1 (stereo not drawn)	9	-2	104	-9	1	1	0	21	1.1	-5	-2
COc1ccc(NC(=O)c2cc3cc(C)ccc3n2C)c(OC)c1	-29	26	105	29	-3	-12	0	-7	0.9	-9	19
Cc1ccc(-c2nnc(-c3cccnc3)o2)cc1	10	-8	88	-10	11	-6	1	-3	-0.2	-10	?
O=C(Nc1cccc(F)c1)c1ccc(Cn2cc([N+](=O)[O-])cn2)o1	5	-1	104	-5	-7	-3	-4	-9	-3.3	0	-1
Cc1ccc(NC(=S)N/N=C/c2cccn2Cc2ccccc2F)cc1	nt	5	96	nt	2	5	nt	14	-2.2	-12	4
Cc1ccc(C(=O)C2=C(O)C(=O)N(CCCN(C)C)C23C(=O)N(C)c2ccccc23)o1 (stereo not drawn)	12	3	99	-12	-4	6	0	-4	-0.9	-9	-3
Cc1cccc(NC(=O)CSc2nc3c(c(=O)[nH]2)CCC3)c1C	-1	-16	104	1	-13	1	6	34	0.1	6	-8
O=[N+]([O-])c1ccc(CSc2nnc(-c3cnccn3)o2)cc1	4	6	nt	-4	0	8	2	-3	-1.4	-1	nt
O=c1cc(N2CCC(Cc3ccccc3)CC2)[nH]c(=O)n1C1CCCCC1	4	-9	104	-4	-20	-8	2	-4	0.2	2	4
O=S(=O)(CCSc1ccccn1)c1nc2ccccc2s1	-1	2	102	1	-5	-10	0	-3	-4.3	-6	-4
O=C(/C=C/c1c(F)cccc1Cl)Nc1nn[nH]n1	3	12	106	-3	1	3	2	-29	-0.1	-9	12
COc1ccc2c(CC(=O)OCC(=O)c3ccccc3OC)coc2c1	0	-10	100	0	1	-12	-3	-13	1.4	2	-8
CCOCCCNC(=O)C1CCCCN1S(=O)(=O)c1ccc(F)cc1 (stereo not drawn)	-8	-17	92	8	-5	1	0	16	1.4	-4	3
CC(C)[C@H](CN1CCC[C@H]1CN1C(N)=NC[C@@H]1Cc1ccccc1)N1C[C@@H](Cc2ccccc2)N(CCc2ccc(Cl)c(Cl)c2)C1=N	-1	60	112	1	-5	3	nt	5	2.4	15	8
CCOc1cc(N2CCOCC2)c(OCC)cc1NC(=O)CSc1nccc(C)n1	-26	-9	91	26	-11	-3	5	11	0.4	-1	9
Cc1onc(-c2ccccc2Cl)c1C(=O)OCC(=O)c1ccc2c(c1)OCCO2	17	-7	87	-17	-9	-5	2	-8	1.4	5	nt

Four entries from above, field by field:
CC(C)CC1C(C#N)=C(N)Oc2n[nH]c(-c3cccs3)c21 (stereo not drawn)
  SR-BI DiI-HDL act = 7; SUMO Mot1 rescue = -4; DSG3 Ab inh = 105; SR-BI HDL uptake = -7; PKA-R2B act = 0; PKA-R1A activ = 5; NSD2 inh = 8; Arr AP2 block = -6; CDK5 inh = -0.2; dFosB act = 7; MITF TRPM1 HTS = nt

COc1cc(NC(=S)Nc2ncccc2C)cc(OC)c1OC
  SR-BI DiI-HDL act = -16; SUMO Mot1 rescue = -10; DSG3 Ab inh = 81; SR-BI HDL uptake = 16; PKA-R2B act = -17; PKA-R1A activ = -11; NSD2 inh = 4; Arr AP2 block = 3; CDK5 inh = 0.3; dFosB act = -3; MITF TRPM1 HTS = 24

CCCC(c1c(C)n(C)n(-c2ccccc2)c1=O)c1c(C)n(C)n(-c2ccccc2)c1=O
  SR-BI DiI-HDL act = 36; SUMO Mot1 rescue = -4; DSG3 Ab inh = 102; SR-BI HDL uptake = -36; PKA-R2B act = 0; PKA-R1A activ = 2; NSD2 inh = nt; Arr AP2 block = 20; CDK5 inh = 1.2; dFosB act = -2; MITF TRPM1 HTS = -1

COc1ccc(C(=O)N2CCN(C(=O)C3COc4ccccc4O3)CC2)cc1OC (stereo not drawn)
  SR-BI DiI-HDL act = -43; SUMO Mot1 rescue = -12; DSG3 Ab inh = 102; SR-BI HDL uptake = 43; PKA-R2B act = 6; PKA-R1A activ = 4; NSD2 inh = -3; Arr AP2 block = 10; CDK5 inh = -2.1; dFosB act = -4; MITF TRPM1 HTS = 6

In the list so far, four contain a thiophene ring, fused or not.
SMILES	SR-BI DiI-HDL act	SUMO Mot1 rescue	DSG3 Ab inh	SR-BI HDL uptake	PKA-R2B act	PKA-R1A activ	NSD2 inh	Arr AP2 block	CDK5 inh	dFosB act	MITF TRPM1 HTS
O=C(COc1ccc(Cl)cc1)N1CCN(C(=O)c2cccs2)CC1	-7	-17	88	7	-9	5	-3	7	2.6	-4	18
CCc1cc(C(=O)NCC2CCCO2)sc1C (stereo not drawn)	-7	137	87	7	-8	-5	-1	-4	0.3	-1	19
CC(C)CC1C(C#N)=C(N)Oc2n[nH]c(-c3cccs3)c21 (stereo not drawn)	7	-4	105	-7	0	5	8	-6	-0.2	7	nt
CC(=O)N1CCN(CCN=CC2=C(O)CC(c3cccs3)CC2=O)CC1 (stereo not drawn)	9	-2	104	-9	1	1	0	21	1.1	-5	-2

Next section.
SMILES	SR-BI DiI-HDL act	SUMO Mot1 rescue	DSG3 Ab inh	SR-BI HDL uptake	PKA-R2B act	PKA-R1A activ	NSD2 inh	Arr AP2 block	CDK5 inh	dFosB act	MITF TRPM1 HTS
Cc1c(C(=O)/C=C/N(C)C)nnn1-c1ccc(Cl)c(Cl)c1	-15	-2	nt	15	6	4	-1	12	-1.1	-5	nt
CNCCOCC(O)CSc1ccccc1 (stereo not drawn)	5	38	98	-5	5	-4	15	14	-0.8	-2	4
Cc1ccc(C)c(CN2CCN(c3ncccn3)CC2)c1	24	0	112	-24	1	-3	-1	21	0.2	5	-6
CCOC(=O)COc1nc(-c2ccco2)cc(-c2ccco2)c1C#N	-8	-9	95	8	nt	nt	-7	5	1.1	-11	nt
CCSCCOC(=O)C1=C(C)NC(=O)NC1c1cc(OC)ccc1OC (stereo not drawn)	3	-14	91	-3	2	3	-5	1	-0.7	-6	-7
CC1=C(C(=O)OCc2ccccc2)C(c2ccccc2)NC(=O)N1CCCCCC(=O)O (stereo not drawn)	3	-1	103	-3	14	-9	nt	0	0.2	-6	5
COC(=O)C[C@H]1c2ccccc2S(=O)(=O)N1Cc1ccc(OC)cc1	-4	13	101	4	0	-7	nt	13	-0.2	0	22
CCOc1ccc(S(=O)(=O)N2CCN(C(=O)c3cccnc3)CC2)cc1	0	-11	94	0	-11	-7	-2	-7	-3.0	-4	0
CCOC(=O)C1(Cc2cccc(OC)c2)CCN(CC2CC=CCC2)CC1 (stereo not drawn)	-4	16	102	4	-17	-2	3	7	-6.2	-4	-13
CCCn1c(=O)c(Br)cn(-c2ccccc2C)c1=O	-16	7	95	16	-3	-5	-13	46	0.6	0	-3
Cc1ccc(OCCC(=O)OCC(=O)Nc2ccc(F)cc2)cc1	11	nt	108	-11	-8	0	-2	38	-1.3	-3	8
CC(=O)N(CN1C(=O)c2ccc([N+](=O)[O-])cc2C1=O)c1ccc(F)cc1	5	-1	98	-5	2	-9	-8	-7	-2.3	-2	-10
COc1ccc(CNC(=O)CCNC(=O)c2ccc(C(C)(C)C)cc2)cc1OC	-15	nt	98	15	8	5	-2	-9	-0.8	-6	6
O=C(c1ccc([N+](=O)[O-])cc1)N(Cc1ccc(Cl)cc1Cl)N1C(=O)CCCC1=O	-5	-18	98	5	-7	-6	-1	12	1.0	-12	5
Cc1cc(C)c(OCC(=O)Nc2nnn(C)n2)c(Br)c1	6	-4	97	-6	-6	-5	-3	17	-0.3	-3	5
Cc1nc(SCCC(C)C)c([N+](=O)[O-])[nH]1	7	3	nt	-7	-15	-8	1	-3	-4.0	-1	nt
O=[N+]([O-])c1ccccc1-c1ccc(/C=N/n2cnnc2)o1	30	10	106	-30	-6	-11	7	5	-0.2	2	-3
CCN(CC)C(=O)c1cc2cc(Br)ccc2oc1=O	4	39	98	-4	8	-9	-5	6	-0.7	3	-6
COC(=O)c1ccccc1S(=O)(=O)N1CCC(C(=O)OC(C)C(=O)NC(N)=O)CC1 (stereo not drawn)	-5	-15	98	5	7	-2	-5	27	-0.9	-7	5
Cc1ccc(S(=O)(=O)N(C)c2nc3ccccc3[nH]c2=S)cc1	nt	-2	99	nt	-1	-6	5	-10	0.8	-3	-6
COC(=O)c1ccccc1S(=O)(=O)N(Cc1cc2ccc(OC)cc2[nH]c1=O)CC1CCCO1 (stereo not drawn)	15	-19	99	-15	-7	6	1	5	0.9	5	-5

Bioassay records as filed in PubChem.
